# Screening results from PubChem BioAssay.
# inhibitors of VEEV: inhibitors of VEEV TC-83 cytopathic effect, confirmation, Vero cells (AID 588727); Vero cells, VEEV TC-83 cytopathic effect inhibition; higher % means a stronger effect; inhibition, % at 20 µM, or IC50 in µM where a hit was titrated; 350,000 tested, 0.13% active; in the data active = a potency from the dose series; inconclusive = inhibition mostly from about 14% at the one dose, without a potency; inactive = the rest, 99 in 100 with inhibition below about 12%; also: strong numbers were not always called active
# H1N1 NS1A inhibition: H1N1 influenza NS1A inhibitors, functional cell based assay (AID 504329). inhibition, % at 12.5 µM; hits with a dose series show IC50 in µM. NS1A functional cell-based assay, percent inhibition; higher % means a stronger effect. 340,000 tested, 0.3% active; in the data active = a potency from the dose series; inconclusive = inhibition above about 27% without an active follow-up result; also: strong numbers were not always called active
# M. tuberculosis HTS: M. tuberculosis growth inhibition, HTS (AID 449762) | 330,000 tested, 0.59% active | one-dose inhibition, % at 25 µM; IC50 in µM for titrated hits | M. tuberculosis H37Rv growth inhibition, 7H9 media; higher % means a stronger effect; in the data active = a potency from the dose series; inconclusive = inhibition above about 70% without an active follow-up result;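 also: bacterial growth assessed after seven days of incubation; strong numbers were not always called active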
# tuberculosis growth: growth inhibition of non-replicating M. tuberculosis (AID 488890). inhibition, % at 25 µM; hits with a dose series show IC50 in µM. Mycobacterium tuberculosis non-replicating, growth inhibition; higher % means a stronger effect. 320,000 tested, 0.39% active; in the data active = a potency from the dose series; inconclusive = inhibition mostly from about 82% at the one dose, without a potency; inactive = the rest, 99 in 100 with inhibition below about 76%;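 also: plate controls were DMSO cells for no effect and high antibiotic wells for full effect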
# Salmonella PhoP GFP: PhoP regulon inhibitors, Salmonella typhi PhoP promoter GFP reporter, confirmatory (AID 1850) | inhibition, % at 50 µM; hits with a dose series show IC50 in µM | 310,000 tested, 0.33% active | Salmonella Typhi PhoP-promoter GFP reporter, fluorescence, 4 h; higher % means a stronger effect; in the data active = a potency from the dose series; inconclusive = inhibition mostly from about 25% at the one dose, without a potency; inactive = the rest, 99 in 100 with inhibition below about 19%;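 also: 0% = induced wells with vehicle and 100% = uninduced wells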
# inhibitors of VEEV 10K pilot screen: recorded beside inhibitors of VEEV, whose call it bears; inhibition, %; measured here: 10K pilot screen inhibition
# The depositor's hits bear a star; i = inactive; u = inconclusive; x = no result given.
SMILES,inhibitors of VEEV,H1N1 NS1A inhibition,M. tuberculosis HTS,tuberculosis growth,Salmonella PhoP GFP,others
Cc1ccc(-c2nc3n(n2)Cc2ccccc2-3)cc1,8.8%,-3%,10%,3%,7%,
O=C(NNC(=S)Nc1ccccc1)c1ccc2ncccc2c1,2.2%,-3%,14%,-2%,12%,
O=C(NC(=S)NCC1CCCO1)c1ccc([N+](=O)[O-])cc1 (centres undefined),0.8%,-5%,-2%,-8%,-8%,
O=C(NCCc1ccccc1)c1ccc(OCCOc2ccccc2)cc1,1.6%,-1%,8%,-12%,1%,
O=C(NC(=O)c1cc(OCC(F)(F)F)ccc1OCC(F)(F)F)Nc1ccccc1,1.2%,1%,0%,0%,-9%,
Cc1ccc2[nH]c(=O)c(C(c3nnnn3C3CCCC3)N(Cc3cccnc3)Cc3ccco3)cc2c1 (centres undefined),6.9%,1%,41%,20%,8%,
Cc1occc1-c1nnc(SCC(=O)Nc2ccccc2)n1Cc1ccccc1,i,-5%,-10%,5%,1%,
CN(C)CCNc1oc(-c2cccc(Cl)c2)nc1C#N,0.4%,2%,5%,15%,19%,
O=S(=O)(NCCc1csc(-c2cccnc2)n1)c1cccc(F)c1,6.6%,-10%,-3%,2%,-14%,
O=C1N(c2ccccc2)CCN1c1ccccc1,0.3%,-8%,3%,-1%,-1%,
CCNC(=S)Nc1ccc(-c2nc3ccccc3[nH]2)cc1,2.5%,-2%,8%,u,-2%,
CC(C)Oc1ccc(C(=O)Nc2ncn[nH]2)cc1,i,-4%,1%,20%,-4%,
COc1cccc(-c2ccc(NC(=O)C3CCCN(Cc4ccco4)C3)cc2)c1 (centres undefined),2.7%,2%,u,40%,1%,
CCCN(CC(=O)Nc1ccccc1C)C(=O)c1ccc(N2CCCC(C)C2)c([N+](=O)[O-])c1 (centres undefined),7.0%,4%,x,x,x,
Cc1ccc(S(=O)(=O)N2CCOCC2)cc1NC(=O)COC(=O)c1cnccn1,1.3%,-4%,-4%,-21%,x,
CCOc1ccc(S(=O)(=O)NC2CCCCCC2)cc1,1.1%,9%,2%,3%,0%,
O=C(CSc1ccccc1)NCc1ccc(F)cc1,i,12%,11%,51%,1%,
Cc1nn2c(c1-c1ccc(Cl)cc1)N=C(c1ccco1)CC2c1ccccc1 (centres undefined),i,0%,57%,7%,-1%,
CC(=O)Nc1c(I)c(C(=O)N[C@H]2C(O)O[C@H](CO)[C@@H](O)[C@@H]2O)c(I)c(N(C)C(C)=O)c1I (some centres undefined),1.1%,-4%,-3%,-1%,-7%,
O=C(NCc1cccnc1)C(=O)NCC(c1ccco1)N1CCN(c2ccc(F)cc2)CC1 (centres undefined),0.5%,23%,0%,16%,-4%,
CCOCCCN(C(=O)c1snc(C(N)=O)c1N)C(C(=O)NC1CCCC1)c1ccc(OC)cc1 (centres undefined),0.5%,11%,-3%,19%,7%,
CCc1ccccc1NC(=O)N1CCc2ccccc2C1,2.8%,-6%,-3%,-18%,-8%,
CCCC(=O)Nc1nnc(SCC(=O)N2CCN(c3ccccc3)CC2)s1,2.0%,0%,0%,14%,18%,
Cc1cccc2cc3c(N)c(C(=O)N4CCc5ccccc54)sc3nc12,2.0%,-5%,6%,52%,0%,inhibitors of VEEV 10K pilot screen=5.3
N#CCCn1cc(/C=N/O)c(-c2ccc(F)cc2)n1,0.6%,-4%,-5%,9%,5%,

# Other compounds:
SMILES,inhibitors of VEEV,H1N1 NS1A inhibition,M. tuberculosis HTS,tuberculosis growth,Salmonella PhoP GFP,others
COc1ccc(NC(=O)COc2ccccc2)cc1NC(=O)c1ccco1,0.9%,1%,8%,4%,-8%,
CN1CCN(c2ccc(NC(=O)COc3ccc(Cl)cc3Cl)cc2)CC1,i,11%,-3%,11%,-1%,
Cc1nn(C)c(C)c1/C=C/C(=O)c1ccccc1,0.2%,4%,8%,15%,-12%,
CCOC(=O)C(C)(C)N(Cc1ccc(C)cc1)S(=O)(=O)c1ccc(Cl)c([N+](=O)[O-])c1,2.7%,6%,3%,16%,0%,
O=C(Nc1ccc(-c2nc3ccccc3c(=O)o2)cc1)c1ccco1,2.5%,23%,u,0.35µM*,-7%,inhibitors of VEEV 10K pilot screen=5.4
Cc1ccc(OC(C)C(=O)N2CC(=O)Nc3ccccc32)cc1 (centres undefined),i,3%,12%,-12%,-30%,
COc1cc(/C=C(/C#N)c2ccc(C)cc2)ccc1Oc1ccc([N+](=O)[O-])cn1,0.8%,9%,7%,9%,7%,
O=C(CN(C(=O)c1csnn1)c1cccc(C(F)(F)F)c1)NCc1ccc(F)cc1,i,-2%,2%,-3%,4%,
COc1cc(OC)cc(C(=O)N[C@H](C(=O)Nc2nc3ccccc3[nH]2)C(C)C)c1,11%,-20%,x,x,x,
COc1ccccc1NC(=O)c1cc[n+](C)cc1,0.2%,-3%,6%,0%,2%,
COc1ccc(-n2nc(C(=O)NCC(=O)N3CCCC(C)C3)c3ccccc3c2=O)cc1Cl (centres undefined),11%,4%,12%,12%,2%,
COc1ccc(CN2C(=O)c3cccnc3C2=O)cc1S(=O)(=O)N1CC(C)Oc2ccccc21 (centres undefined),i,11%,-4%,-4%,-3%,
Cc1ccc(OCC(=O)Nc2ccc3c(c2)OCCO3)cc1C,1.0%,-12%,66%,59%,1%,
COc1cc(OC)cc(-n2nnnc2SCC(=O)NC2CCCC2)c1,2.2%,9%,-1%,4%,-19%,
Cc1cccc(C(=O)NCC(=O)N2CC=C(c3ccccc3)CC2)c1,i,-17%,1%,39%,x,
COc1ccc(OC)c(Nc2nc(-c3sc(N)nc3C)cs2)c1,7.9%,10%,65%,-10%,-1%,
O=C(NCC1CCCO1)c1nn2cccnc2c1Cl (centres undefined),i,-17%,-1%,-19%,8%,
CS(=O)(=O)N(CC(=O)N1CCCCC1)Cc1ccc(Cl)cc1,i,1%,-9%,36%,-5%,
COc1cc(NC(=S)N2CCN(CCO)CC2)c(OC)cc1Cl,0.6%,10%,3%,1%,-8%,
O=C(NC1=NCCS1)c1ccc(Cl)c(S(=O)(=O)N2CCCC2)c1,1.7%,2%,0%,-11%,7%,
c1ccc2nc3c(nc2c1)CCc1nonc1-3,3.5%,0%,5%,3%,3%,
CC(C)c1nc(SCC(=O)Nc2cccc(S(N)(=O)=O)c2)n[nH]1,1.5%,9%,-1%,59%,4%,
O=C(COC(=O)c1ccc(Cl)nc1)Nc1ccc(N2CCOCC2)cc1,2.9%,10%,x,x,x,
CCOC(=O)c1ccc(-c2c(-c3ccc4c(c3)OCO4)noc2-c2ccsc2)cc1F,0.5%,1%,8%,28%,-13%,
Cc1ccc(-c2cc(C(=O)Nc3ccc(S(=O)(=O)Nc4cc(C)on4)cc3)c3ccccc3n2)c(C)c1,5.7%,-1%,10%,42%,9%,

# Later entries.
SMILES,inhibitors of VEEV,H1N1 NS1A inhibition,M. tuberculosis HTS,tuberculosis growth,Salmonella PhoP GFP,others
Cc1c(OC(C)C(=O)N[C@@H](Cc2ccccc2)C(=O)O)ccc2c3c(c(=O)oc12)CCCC3 (some centres undefined),5.6%,2%,-3%,-10%,10%,
Cc1ccc(/C=C2/CCc3c([nH]c4ccccc34)C2=O)cc1,1.9%,-3%,-10%,-5%,5%,
O=C(NCc1ccccc1)c1cc(S(=O)(=O)N2CCCCC2)ccc1N1CCOCC1,2.4%,-2%,-14%,59%,-2%,
CC(=O)NS(=O)(=O)c1ccc(NC(=O)C(Sc2ccccc2)c2ccccc2)cc1 (centres undefined),4.9%,-4%,5%,10%,-3%,
CCOc1ccccc1C(=O)NC(C(=O)OCC(=O)Nc1nnc(-c2ccccc2)o1)C(C)C (centres undefined),i,6%,-7%,27%,-9%,
O=C(CC1C(=O)NCCN1C/C=C/c1ccccc1)NCCc1cccnc1 (centres undefined),2.6%,5%,-4%,2%,14%,
COc1ccccc1NS(=O)(=O)c1ccc(C)c(NS(=O)(=O)c2cc(NC(C)=O)ccc2OC)c1,4.7%,-4%,x,x,x,
COc1ccccc1NC(=O)NNC(=O)CCc1ccccc1,i,-10%,0%,-10%,-3%,
COc1ccc(-c2onc(C)c2-c2ccc(C(=O)OC(C)C)o2)c(O)c1,7.3%,6%,-1%,12%,-2%,
COc1ccccc1N(C)S(=O)(=O)c1ccc(C(=O)NCC(c2ccco2)N2CCCCC2)cc1 (centres undefined),1.0%,-1%,x,x,x,
CCCOc1ccc(C(=O)NC(=S)N2CCN(c3cc4c(cc3F)c(=O)c(C(=O)O)cn4CC)CC2)cc1,i,-6%,12%,u,15%,
C#CCOCCOCCOCCNc1nc(N2CCN(C(=O)Cn3cc(CCO)nn3)CC2)nc(N2CCN(C(=O)Cn3cc(CC(C)O)nn3)CC2)n1 (centres undefined),0.4%,-23%,x,x,x,
O=C(N/N=C/c1ccncc1)c1sc2ccccc2c1Cl,2.5%,10%,u,67%,10%,
CC1CCCCN1C(=O)CSc1nnc(-c2ccco2)o1 (centres undefined),0.8%,13%,-13%,-2%,5%,
C[C@H]1COC(=O)[C@H](Cc2ccc(F)cc2)C/C=C\C[C@H](CC(=O)NCCO)C(=O)N1,0.9%,7%,-3%,6%,x,
Cc1cc2nc(-c3cccnc3SCC(=O)NC(C)C)[nH]c2cc1C,1.7%,1%,-8%,6%,-6%,
COC(=O)c1ccc(/C=C2/SC(=S)N(CCCC(=O)Nc3ccc(O)cc3)C2=O)cc1,7.1%,6%,18%,39%,-4%,
COC(=O)c1ccc(CSc2nnc(NC(=O)C3CC(=O)N(c4ccc5c(c4)OCCO5)C3)s2)cc1 (centres undefined),0.4%,1%,5%,71%,-16%,
CCN(CC)S(=O)(=O)c1cc(NC(=O)c2ccc(-n3cncn3)c([N+](=O)[O-])c2)ccc1C,6.5%,-4%,2%,15%,-2%,
O=C1OC(Nc2ccc3ncccc3c2)c2ccccc21 (centres undefined),3.9%,4%,2%,48%,0%,
O=C(Nc1cccnc1)c1ccc(-c2ccc(Cl)cc2)o1,1.0%,-4%,u,5.1µM*,8%,

# Rows are unselected; any-hit rate near 1.6%.
